# Lipid droplet – inhibitors of hepatocyte lipid droplet formation, primary screen, imaging, high-throughput imaging, BODIPY stain; inhibition, % at 6.5 µM; 240,000 tested, 0.4% active; AID 1656, 2009; AML12 mouse hepatocytes, oleate lipid droplets;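 active = lipid droplet intensity inhibited by at least 50%, with more than 500 cells counted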
#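 Technique: fluorescence imaging, 20x objective, two fields per well / Assay system: AML12 hepatocytes (mouse) / Measure: % inhibition of lipid droplet signal / Doses: 6.5 µM single-point dosing / Incubation: overnight exposure / Reagent: 100 µM oleic acid challenge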
# XIAP antagonists – XIAP antagonists, biochemical, IAP family, fluorescence polarization (AID 1018); E3 ubiquitin-protein ligase XIAP (Homo sapiens); XIAP BIR domain, fluorescence polarization peptide displacement; higher % means a stronger effect; displacement, % at 20 µM; hits with a dose series show IC50 in µM; 200,000 tested, 0.007% active; in the data active = displacement above about 50%; also: a part of the inactive calls stands beside numbers as strong as those of hits
# LYP inhibition – inhibitors of LYP phosphatase, biochemical, fluorescence intensity, uHTS (AID 1779); 290,000 tested, 0.054% active; Tyrosine-protein phosphatase non-receptor type 22 (Homo sapiens); recombinant LYP phosphatase, fluorescence intensity; higher % means a stronger effect; inhibition, % at 11.5 µM, or IC50 in µM where a hit was titrated;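 also: plate controls were vehicle with enzyme for no effect and no enzyme for full effect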
# SIAH1 antagonists – Siah-1 peptide-binding antagonists, primary screen, biochemical, fluorescence polarization, rhodamine-plectin, uHTS (AID 1817); Siah-1 / rhodamine-plectin peptide fluorescence polarization; higher % means a stronger effect; displacement, % at 20 µM; hits with a dose series show IC50 in µM; 290,000 tested, 0.02% active;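 active = displacement of at least 50% at 20 µM, with a fluorescence ratio check between 0.3 and a set limit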;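 also: plate controls were Siah plus tracer with DMSO for no effect and tracer alone without Siah for full effect; strong numbers were not always called active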
# HEK293 NOD2/NF-kB – NOD2 signaling inhibitors, cell-based, luminescence, uHTS, HEK293 (AID 1566). HEK293 NOD2/NF-kB luciferase reporter, luminescence; higher % means a stronger effect. 290,000 tested, 0.63% active. inhibition, % at 4 µM, or EC50 in µM where a hit was titrated; also: many of its hits are not listed in these tables
# HIV peptide binding – inhibitors of HIV fusion peptide binding, primary screen, biochemical, uHTS, fluorescence dequenching (AID 1986). cell-free peptide binding, fluorescence dequenching, 30 min; higher % means a stronger effect. inhibition, % at 20 µM, or IC50 in µM where a hit was titrated. 290,000 tested, 0.3% active; in the data active = inhibition mostly above about 52%, no sharp cut-off; inactive = mostly below about 76%; also: some results filed as inactive read as strong as hits
# AID2073 – inhibitors of Mint1-CaV2.2 protein interaction, biochemical, HTRF (AID 2073); Voltage-dependent N-type calcium channel subunit alpha-1B (Homo sapiens); HTRF protein-protein interaction, Mint1-CaV2.2; higher % means a stronger effect; inhibition, % at 20 µM, or IC50 in µM where a hit was titrated; 290,000 tested, 0.19% active; in the data active = inhibition mostly above about 51%, no sharp cut-off; also: some results filed as inactive read as strong as hits
# Myeloid diff 2 – induction of myeloid progenitor differentiation, primary screen, cell-based, flow cytometry, MLPCN library | ER-HoxA9 myeloid progenitors, lysozyme-GFP differentiation | calls only at 10 µM | 360,000 tested, 1% active | AID 624256, 2012;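 active = normalized GFP-positive differentiation at or above the plate's own cutoff, the solvent-only control mean plus 3 SD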;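 also: cells exposed to compound for four days before flow analysis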
# NS5 inhibitors – Dengue-2 NS5 methyltransferase inhibitors, primary screen, biochemical, confirmation dose response (AID 588689); Dengue-2 NS5 methyltransferase capping enzyme assay, biochemical; higher % means a stronger effect; inhibition, % at 25 µM; hits with a dose series show IC50 in µM; 340,000 tested, 0.3% active; in the data active = a potency from the dose series
# Lipid droplet cells 6.5 µM – further read-out of Lipid droplet, marked with its call; cell count; measured here: cell count, cytotoxicity flag;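 cells counted across two imaged fields per well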
# NS5 inhibitors pilot replicate – also measured in NS5 inhibitors; calls as there; inhibition, %; measured here: pilot screen replicate inhibition
# Myeloid diff 2 GFP+ MAC1+ % – recorded beside Myeloid diff 2, whose call it bears; GFP+ MAC1+ double positive, %; measured here: differentiation confirmed by MAC1 staining
# Starred values were filed as active, the others as inactive; i = inactive; / = no result given. Rule as the data show it, unless noted: active = inhibition above about 50%; inactive = the rest. Some of the compounds tested; the hit share may differ from the screen's.
SMILES,Lipid droplet,Lipid droplet cells 6.5 µM,XIAP antagonists,LYP inhibition,SIAH1 antagonists,HEK293 NOD2/NF-kB,HIV peptide binding,AID2073,Myeloid diff 2,Myeloid diff 2 GFP+ MAC1+ %,NS5 inhibitors,others
CCCNC(=O)C1CN(S(=O)(=O)c2ccc(C)cc2)c2ccccc2O1 (centres undefined),-29,717,/,-9%,5%,2%,-0.7%,-5%,i,0.5,-7%,
Nc1nc(NCc2ccco2)nn1-c1ccccc1,/,/,0.2%,-8%,-3%,-2%,0.4%,3%,i,0.8,-8%,
C/C(=N\NC(=S)Nc1ccc(C)c(C)c1)c1ccc(N2CCOCC2)cc1,-17,668,-5.9%,5%,-2%,18%,-2.6%,-11%,i,0.2,-2%,
Cc1cc(NCCO)nc(N2CCOCC2)n1,/,/,-12%,-7%,-3%,19%,-3.5%,4%,i,1.1,-2%,
CC(C)Cn1c(=O)c2sccc2n2c(CCCC(=O)NC3CCN(Cc4ccccc4)CC3)nnc12,6,790,/,-8%,3%,12%,2.5%,12%,i,0.8,-1%,
N#CC1=C(S)N(c2ccccc2)C(c2ccc(-c3ccc(Cl)c(Cl)c3)o2)NC1=O (centres undefined),-4,641,/,2%,0%,-11%,28%,-15%,i,0.9,-11%,
COCCNc1nc(C)cc(-c2cc(-c3ccc(Cl)cc3)on2)n1,/,/,/,-1%,1%,9%,-0.9%,0%,i,0.7,7%,
O=C(NNC(=O)c1ccccc1C(=O)O)c1ccc(-c2ccccc2)cc1,-7,495,-1.4%,-7%,3%,19%,-0.7%,-2%,/,/,/,
CC(=O)N1CCN(c2ccc(NC(=O)c3ccc(Cl)c(Cl)c3)cc2)CC1,10,816,/,-9%,-3%,6%,-1.2%,12%,i,1.1,4%,NS5 inhibitors pilot replicate=0.0
O=S(=O)(NCC(O)c1ccccc1)c1cc(Cl)sc1Cl (centres undefined),-11,825,/,-7%,7%,4%,-0.5%,5%,i,0.5,-6%,
O=C(/C=C/c1ccccc1)N/C(=C/c1ccccc1)C(=O)Nc1ccccc1O,/,/,-5.6%,2%,5%,-3%,-2.3%,35%,i,1.9,-8%,
Cc1cc(OCC(=O)NNC(=O)c2cnccn2)cc(C)c1Cl,-2,841,/,-12%,-2%,-6%,-1.1%,3%,i,1.0,1%,
COc1cccc(C2CC(=O)N3CN(c4cccc(Cl)c4C)CSC3=C2C#N)c1OC (centres undefined),/,/,-2.7%,0%,0%,8%,-1.7%,74%*,i,2.7,2%,
O=C(O)C1Cc2[nH]cnc2C(c2ccccc2O)N1 (centres undefined),0,638,-5.2%,-5%,11%,23%,14%,9%,i,0.0,-7%,
Cc1ccc(N2C(=O)c3ccc(C(=O)N4CCN(c5ccc(C)c(C)c5)CC4)cc3C2=O)cc1,0,680,-6.3%,8%,3%,-1%,0.5%,-1%,i,0.6,-1%,
Clc1ccc(-c2nc(NCCCN3CCOCC3)c3ccccc3n2)cc1,32,716,/,-2%,16%,6%,-0.2%,0%,i,0.6,/,
CC(Oc1ccc(Br)cc1)C(=O)N1CCC(C(N)=O)CC1 (centres undefined),13,736,4.8%,6%,5%,-2%,1.5%,21%,i,0.1,-2%,
C=CCn1c(SCC(=O)Nc2cc(C)cc(C)c2)nnc1-c1cnccn1,/,/,-0.6%,-5%,-2%,12%,-1.9%,-3%,i,1.7,2%,
CCC(=O)c1cn(CC(=O)Nc2ccc(C)cc2)c2ccccc12,-28,703,/,-10%,-1%,18%,0.4%,14%,i,0.5,3%,
Cc1cc(/C=C2\SC(=Nc3ccccc3)NC2=O)c(C)n1-c1ccc(S(N)(=O)=O)cc1,/,/,-3.3%,2%,-12%,-38%,14%,7%,i,1.3,-78%,
CCC1CCC2(CC1)NC(CO)(CO)CO2 (centres undefined),/,/,-6.8%,-15%,-1%,-4%,-2.0%,1%,i,12,1%,
COc1ccc2cc(C(=O)NCc3ccco3)c(=O)oc2c1,-3,707,-1.1%,-1%,-1%,-23%,-0.5%,19%,i,0.6,-6%,
Cc1ccc(S(=O)(=O)n2cc(-c3ccccc3)c(N)n2)cc1,2,757,-11%,-3%,3%,3%,0.0%,-1%,i,9.6,-3%,
CC1CCc2nc(NC(=O)c3ccc(N4C(=O)CCC4=O)cc3)sc2C1 (centres undefined),0,761,/,-3%,-4%,-4%,2.4%,2%,i,2.2,1%,
Cc1onc(-c2c(F)cccc2Cl)c1C(=O)N1CCN(c2ncccn2)CC1,12,676,-2.7%,-10%,11%,19%,2.6%,-4%,i,0.2,-2%,
Clc1c(OCCCn2ccnc2)ccc2ccccc12,-2,812,/,-3%,-1%,16%,-1.7%,0%,/,/,-1%,
COc1cccc2cc(C(=O)NCCc3c[nH]c4ccccc34)c(=O)oc12,3,685,-8.1%,-4%,0%,7%,-2.8%,10%,i,0.5,-3%,
CCOC(=O)c1ccc(N=C2SC(C(=O)NCCc3ccccc3)CC(=O)N2C)cc1 (centres undefined),2,765,-8.2%,-2%,0%,8%,-2.1%,15%,i,0.1,-8%,
Cc1ccc(N2C(=O)C3C(C2=O)C(C(=O)c2ccc(Cl)cc2)N2CCCC32)cc1 (centres undefined),-1,770,-3.5%,7%,-1%,-1%,35%,20%,i,0.7,1%,
COc1ccc(Oc2nc3ccccc3n(C)c2=O)cc1,2,651,-0.4%,2%,2%,-15%,-0.6%,7%,i,0.9,-4%,
O=C(NN=C1CCCC1)c1ccccc1[N+](=O)[O-],-6,789,/,-6%,-2%,9%,0.0%,7%,i,0.5,-3%,
Cc1csc2ncc(C(=O)Nc3ccon3)c(=O)n12,10,780,-3.8%,-11%,-2%,16%,-0.8%,-3%,i,2.9,-1%,
COc1cc(/C=N/NC(=O)c2cccnc2)ccc1OC(=O)c1ccc([N+](=O)[O-])cc1,11,744,-2.3%,9%,5%,-4%,-5.5%,21%,i,0.4,-10%,
CN1CCN(/N=C/c2nc(-c3ccc(Cl)cc3)n3ccccc23)CC1,2,571,-2.9%,-9%,-4%,8%,11%,-3%,i,1.2,-4%,
CCOC(=O)Cc1cc(=O)n2[nH]c(C(C)(C)C)cc2n1,/,/,/,-6%,-3%,1%,0.7%,1%,i,0.5,-2%,
COCCOC(=O)C1=C(C)NC(=O)NC1c1c(F)cccc1Cl (centres undefined),/,/,-2.4%,4%,1%,-6%,1.8%,8%,i,7.8,4%,
O=C1Nc2ccccc2/C1=N/N=C/c1ccc(-c2ccc([N+](=O)[O-])cc2)o1,14,658,-2.9%,-7%,31%,-3%,-11%,26%,i,0.8,2%,
CCCCCCCC1CC(=O)C=C(C)C1C(=O)OCC (centres undefined),-25,692,/,3%,4%,13%,0.9%,2%,i,0.2,/,
O=C(Nc1cccc2ccccc12)N1CCc2ccccc2C1,11,711,0.6%,0%,44%,-11%,23%,-15%,i,0.8,-10%,
CCS(=O)(=O)c1ccc2oc(Nc3cccc(OC)c3)nc2c1,-28,677,-6.1%,3%,2%,0%,0.5%,28%,i,0.2,0%,
Cc1ccc(S(=O)(=O)Nc2ccc3c(c2)c2c(n3S(=O)(=O)c3ccc(C)cc3)CCCC2=O)cc1,-10,527,-6.2%,-8%,-1%,20%,-0.8%,33%,i,0.7,-1%,
O=C1CC(NC(=O)C(F)(F)F)=NN1c1ccccc1,7,660,-1.8%,2%,12%,1%,2.5%,0%,i,0.1,-4%,
O=C(Nc1cccc2c1CCCC2)c1ccccc1Cl,2,851,/,-9%,7%,15%,-0.9%,1%,i,0.2,/,
O=C(Nc1cccc(S(=O)(=O)N2CCCCC2)c1)c1ccc2ncsc2c1,-7,714,/,-4%,1%,-18%,-2.3%,0%,i,0.8,-15%,
C/C(=N\NC(=O)c1ccc2c(c1)OCO2)c1ccc2c(c1)OCO2,11,703,-8.9%,4%,2%,-52%,-2.5%,-6%,i,0.5,-8%,
CCn1c(CN2c3ccccc3Sc3ccccc32)n[nH]c1=S,-2,689,/,-3%,4%,6%,-1.0%,-32%,i,1.3,-15%,
O=C(O)/C=C/C(=O)Nc1ccccc1-c1ccccc1,/,/,-6.3%,-6%,1%,2%,-2.3%,19%,i,2.6,-13%,
CCOc1ccc(CCNC(=O)CSCc2ccc(C)cc2)cc1OCC,88*,717*,-15%,-5%,-3%,3%,-1.8%,0%,i,0.7,-1%,
COCc1cc(=O)[nH]c(-c2ccccc2)n1,-24,697,-4.2%,-4%,1%,17%,0.7%,2%,i,0.7,-1%,
CN1CCN(S(=O)(=O)c2ccc([N+](=O)[O-])cc2)CC1,/,/,/,-9%,15%,20%,-1.0%,7%,i,0.7,-3%,NS5 inhibitors pilot replicate=-3.7

# Reprinted from the entries so far for reference:
SMILES,Lipid droplet,Lipid droplet cells 6.5 µM,XIAP antagonists,LYP inhibition,SIAH1 antagonists,HEK293 NOD2/NF-kB,HIV peptide binding,AID2073,Myeloid diff 2,Myeloid diff 2 GFP+ MAC1+ %,NS5 inhibitors,others
O=C1Nc2ccccc2/C1=N/N=C/c1ccc(-c2ccc([N+](=O)[O-])cc2)o1,14,658,-2.9%,-7%,31%,-3%,-11%,26%,i,0.8,2%,
CCCCCCCC1CC(=O)C=C(C)C1C(=O)OCC (centres undefined),-25,692,/,3%,4%,13%,0.9%,2%,i,0.2,/,
O=C(Nc1cccc2ccccc12)N1CCc2ccccc2C1,11,711,0.6%,0%,44%,-11%,23%,-15%,i,0.8,-10%,
CCS(=O)(=O)c1ccc2oc(Nc3cccc(OC)c3)nc2c1,-28,677,-6.1%,3%,2%,0%,0.5%,28%,i,0.2,0%,
Cc1ccc(S(=O)(=O)Nc2ccc3c(c2)c2c(n3S(=O)(=O)c3ccc(C)cc3)CCCC2=O)cc1,-10,527,-6.2%,-8%,-1%,20%,-0.8%,33%,i,0.7,-1%,
O=C1CC(NC(=O)C(F)(F)F)=NN1c1ccccc1,7,660,-1.8%,2%,12%,1%,2.5%,0%,i,0.1,-4%,
O=C(Nc1cccc2c1CCCC2)c1ccccc1Cl,2,851,/,-9%,7%,15%,-0.9%,1%,i,0.2,/,
O=C(Nc1cccc(S(=O)(=O)N2CCCCC2)c1)c1ccc2ncsc2c1,-7,714,/,-4%,1%,-18%,-2.3%,0%,i,0.8,-15%,
C/C(=N\NC(=O)c1ccc2c(c1)OCO2)c1ccc2c(c1)OCO2,11,703,-8.9%,4%,2%,-52%,-2.5%,-6%,i,0.5,-8%,
CCn1c(CN2c3ccccc3Sc3ccccc32)n[nH]c1=S,-2,689,/,-3%,4%,6%,-1.0%,-32%,i,1.3,-15%,
